S3 lipid droplet: qHTS Assay for Lipid Storage Modulators in Drosophila S3 Cells. Drosophila S3 cells, BODIPY lipid droplet fluorescence, 18-24 h; cells fed with added oleic acid. lipid storage change, negative = inhibition, % at the top dose, mostly 46.1 µM; hits show Potency in µM. 0.64% of 320,000 active. AID 2685; active = well fitted inhibition curve with a large enough effect in the signal ratio, with a control signal flat, not every such curve was filed as active; inconclusive = small, poorly fitted or top-dose-only effect, or effect the other way, or a change in a side signal; the % refers to the signal ratio
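Drosophila S3 cells loaded with oleic acid (400 uM, as added) and compounds at several concentrations; lipid droplets imaged by 488-nm laser-scanning cytometry, 500–530 nm intensity and object ratio to cell channel. Percent activity normalized to 20 uM Triacsin C.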
S3 lipid droplet cell count max: recorded beside S3 lipid droplet, whose call it bears; cell number change, %; measured here: cell count max response;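 cells counted by Cell Tracker Red CMTPX staining in the red channel; peak over a dose series mostly up to 46.1 µM; percent activity relative to internal control wells on each plate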
An asterisk follows results filed as active; i = inactive; ? = inconclusive; . = no result given; [ ] = remark or other dose. % is scaled to controls: 0 for no effect and ±100 for the full control effect; potency is read from the fitted curve at half-maximal effect. These rows are one share of the data, so the mix of outcomes need not match the whole.

The line under a structure holds: S3 lipid droplet cell count max, S3 lipid droplet
O=C(Cn1cnc2cc([N+](=O)[O-])ccc2c1=O)NC(c1ccccc1)c1ccccc1
    ., ?
Cc1cc(C)cc(-n2ncc3c2CCCC3NC(=O)CCN2Cc3ccccc3C2=O)c1 (stereo not drawn)
    ., ?
COc1cc(C)nn1-c1ccc(Cl)cc1
    ., i
O=C(c1ccc(F)cc1)N1CCN(c2ccc([N+](=O)[O-])c(N3CCOCC3)c2)CC1
    ., 8.8%
COc1ccc(NC(=O)c2ccc(Br)c(S(=O)(=O)N3CCOCC3)c2)cc1
    1.6, i
Cc1ccc(C2C(C(=O)c3cc4ccccc4o3)=C(O)C(=O)N2CCN2CCOCC2)o1 (stereo not drawn)
    ., i
Cc1ccc(NC(=O)c2cc(S(=O)(=O)N3CCOCC3)cn2C)cc1F
    ., ?
COc1ccc(C(CC(=O)N2CCOCC2)C(C)C)cc1 (stereo not drawn)
    ., ?
Cc1nnc(SCC(=O)N/N=C/c2cn(-c3ccccc3)nc2-c2ccc(F)cc2)n1-c1ccccc1
    ., ?
CCc1c(O)nc(SCC(=O)N2CCc3cc(OC)c(OC)cc3[C@@H]2C)[nH]c1=O
    ., ?
O=C(Cc1ccccc1F)NNC(=O)c1ccncc1
    ., ?
CCn1nc(C)c(CNC(=O)c2cc(COc3ccccc3SC)on2)c1C
    ., ?
CC1(C)C(c2cccs2)=NC(c2ccccc2)N1O (stereo not drawn)
    ., ?
CC(=O)OC(C(=O)NCc1ccc(F)cc1)c1ccccn1 (stereo not drawn)
    -13.0, -1.5%
COc1ccc(C(=O)Nc2cccc(-c3nc4ncccc4o3)c2C)cc1
    ., ?

(list continues)
The line under a structure holds: S3 lipid droplet cell count max, S3 lipid droplet
O=C(Cc1ccc(S(=O)(=O)N2CCOCC2)s1)N1CCN(c2cccc(C(F)(F)F)c2)CC1
    ., ?
CCc1cc2c(=O)nc3n(c2s1)Cc1ccccc1/C3=C(/O)c1ccccc1Cl
    ., ?
COCCn1c(=S)[nH]c2cc(C(=O)N3CCCC(C)C3)ccc2c1=O (stereo not drawn)
    ., ?
CCOC(=O)C1CCN(CC(O)COc2ccc(C(=O)CC)cc2)CC1 (stereo not drawn)
    ., ?
Cc1cccc(C(=O)OC2CCN(C)CC2)c1
    ., ?
Cc1c2cnn(CC(=O)NCc3ccccn3)c(=O)c2c(C)n1Cc1ccccc1
    -4.6, 6.4%
Cc1cc(C)cc(OCC(=O)OCC(=O)NCc2cccs2)c1
    -3.2, -2.9%
NS(=O)(=O)c1ccc(CCNC(=O)C2CCN(S(=O)(=O)c3cccc4cccnc34)CC2)cc1
    24.6, -11.6%
CC1=CC(=O)OC1Cc1ccncc1 (stereo not drawn)
    ., ?
COC(=O)N1C(=O)[C@](c2ccccc2)(C2CCCC2)N1C(=O)OC
    ., ?
O=C(N/N=C/C=C/c1ccccc1)c1ccccc1Br
    ., -16.0%
CC(C)Oc1cccc(C(=O)C2CCCN(C(=O)c3noc4c3CCCC4)C2)c1 (stereo not drawn)
    ., ?
CC(NC(=O)NC(=O)c1cccc([N+](=O)[O-])c1)C1CC1 (stereo not drawn)
    -2.6, i
CN1CCN(c2ccccc2NC(=O)COc2ccccc2)CC1
    ., ?
CN(CC(=O)Nc1ccccc1Cl)C(=O)C1CCN(C(=O)c2ccc(Cl)cc2)CC1
    ., ?

Remaining list, next part
The line under a structure holds: S3 lipid droplet cell count max, S3 lipid droplet
CN(CCNC(=O)C1CCC(=O)N(Cc2cccc(F)c2)C1)CCc1ccccc1 (stereo not drawn)
    ., ?
Cc1cc(Nc2cccc(Cl)c2)c2ccccc2n1
    ., ?
O=[N+]([O-])c1ccc(N/N=C/c2sc(N3CCOCC3)nc2-c2ccccc2)c(S(=O)(=O)Nc2ccccc2Cl)c1
    ., 1.03µM*
CC1(C(=O)OCC(=O)Nc2ccccc2)CC1(Cl)Cl (stereo not drawn)
    ., ?
CC(C)(C)NC(=O)c1ccc(NC(=O)c2ccccc2-c2ccccc2C(=O)O)cc1
    ., ?
CCOC(=O)c1ccc(NC(=O)NNC(=O)CCc2ccc(OC)cc2)cc1
    ., ?
Cc1ccccc1NC(=O)c1ccc(CN2CC(=O)N3CCCCC3C2=O)cc1 (stereo not drawn)
    10.1, 13.4%
Brc1ccc(N=Nc2ccc3ccccc3n2)cc1
    19.8, 2.0%
CC(C)(C)OC(=O)CN1C(=O)S/C(=C\c2ccc(-c3cccc(C(=O)O)c3)o2)C1=O
    2.4, -14.2%
O=C(O)CSc1nc(-c2ccccc2)nc2c1CCCC2
    ., ?
NC(=O)c1cc2cc(Br)ccc2o/c1=N/NC(=O)c1cccc(F)c1
    ., ?
COc1cccc(-n2cc(C(=O)NCCCOC(C)C)c3ccccc3c2=O)c1
    -20.4, i
Cc1onc(-c2ccccc2Cl)c1C(=O)N(Cc1nc(-c2ccccc2)no1)C1CCCCC1
    ., ?
COc1cccc(-c2nc(=S)c3c(n2CCCO)CCCC3)c1
    2.6, 21.5%
O=C(NCCN1CCCCC1)Nc1ccc(Cl)cc1
    13.7, 8.6%

(further entries)
The line under a structure holds: S3 lipid droplet cell count max, S3 lipid droplet
COc1cccc(NC(=O)c2ccccc2Br)c1
    17.2, i
CC(CNS(=O)(=O)c1ccc(Br)cc1)CN(C)C (stereo not drawn)
    -9.0, -16.6%
CCc1noc(C)c1C(=O)NNC(=O)c1ccc(F)cc1
    -13.9, i
CCc1ccc(N(CC(=O)NC(C)C)C(=O)CCC(=O)Nc2ccccn2)cc1
    -21.0, 13.9%
O=C(CSCc1ccc(Br)cc1)NCCc1ccccc1
    ., ?
COc1ccc(CCC(=O)Nc2ccc3c(c2)OCO3)cc1OC
    ., ?
O=C1NCCCC1C(=O)N/N=C/c1cccc([N+](=O)[O-])c1 (stereo not drawn)
    5.6, 11.6%
CCCc1nnc(NC(=O)CCC(=O)N2CCN(Cc3ccc(OC)c(F)c3)CC2)s1
    -25.4, i
COc1cc(OC)c(OC)cc1CN1CCSCC1
    ., ?
Cc1ccc(NC(=O)CCc2nnc3ccc(N4CCC5(CC4)OCCO5)nn23)cc1F
    ., ?
Oc1oc(-c2ccc(Br)cc2)nc1/C=N/c1ccccn1
    ., ?
CCc1ccc(NC(=O)c2noc(C(C)C)c2[N+](=O)[O-])cc1
    6.2, 15.1%
CCN(CC(=O)Nc1c(F)cccc1F)C(=O)COc1cccc2c1OC(C)(C)C2
    -8.9, 1.5%
Cc1ccc(C(=O)NCC(=O)NNC(=O)CN(C)S(=O)(=O)c2ccc(Cl)cc2)s1
    18.5, 13.3%
COC(=O)c1sccc1NC(=S)N1CCN(c2ccc(F)cc2)CC1
    ., ?

One compound at a time (already shown).
Cc1ccc(NC(=O)CCc2nnc3ccc(N4CCC5(CC4)OCCO5)nn23)cc1F is listed with S3 lipid droplet cell count max = .; S3 lipid droplet = ?
CCc1ccc(N(CC(=O)NC(C)C)C(=O)CCC(=O)Nc2ccccn2)cc1 is listed with S3 lipid droplet cell count max = -21.0; S3 lipid droplet = 13.9%
O=C1NCCCC1C(=O)N/N=C/c1cccc([N+](=O)[O-])c1 (stereo not drawn) is listed with S3 lipid droplet cell count max = 5.6; S3 lipid droplet = 11.6%

(cont.)
The line under a structure holds: S3 lipid droplet cell count max, S3 lipid droplet
CSCC(C)N1CCC(CO)(CCc2ccccc2)CC1 (stereo not drawn)
    ., 6.8%
Cc1onc(-c2c(F)cccc2Cl)c1C(=O)N(C)CC(=O)Nc1cccc(F)c1
    6.9, 11.8%
COCCNC(=O)COC(=O)c1nsc(Cl)c1Cl
    -4.6, 0.0%
CCOC(=O)c1ccc(S(=O)(=O)NNC(=O)c2cccc(N(C)C)c2)cc1
    11.6, i
Cn1c(NCc2cccc(Br)c2)nc2ccccc21
    ., ?
NC(=O)c1ccccc1OCCOc1ccc(Br)cc1
    ., ?
COCCCn1c(Cc2csc(Nc3cccc(Cl)c3)n2)nnc1SCC(=O)OC
    -0.5, 7.1%
COc1ccc(OCCSc2nnc(C(C)NC(=O)c3ccccc3F)n2C)cc1 (stereo not drawn)
    ., ?
CCCCC(=O)Nc1ccc(NC(=O)CC)cc1OC
    ., i
COc1ccc2[nH]c(=O)c(CN(CC3CCCO3)C(=S)Nc3ccc(C)cc3)cc2c1 (stereo not drawn)
    14.5, -1.3%
O=C(Nc1nnc(S(=O)(=O)N2CCCCCC2)s1)c1ccccc1Br
    ., ?
O=C(CC(=O)NCc1cccnc1)NCc1cccnc1
    ., ?
CCCCOc1ccc(CNC(=O)NS(=O)(=O)c2ccc(OCC)cc2)cc1
    ., ?
COc1ccc(Cl)cc1C(=O)Nc1ccc(NC(C)=O)cc1
    -19.5, -0.2%
COc1ccc(CNC(=O)c2ccc3c(c2)N(C)C(=O)CS3=O)cc1 (stereo not drawn)
    18.6, 7.1%[9.22 µM]

Some of these compounds in order of the S3 lipid droplet cell count max value, highest first:
Structure | S3 lipid droplet cell count max
CCOC(=O)c1ccc(S(=O)(=O)NNC(=O)c2cccc(N(C)C)c2)cc1 | 11.6
COCCCn1c(Cc2csc(Nc3cccc(Cl)c3)n2)nnc1SCC(=O)OC | -0.5
COCCNC(=O)COC(=O)c1nsc(Cl)c1Cl | -4.6

The results go on:
The line under a structure holds: S3 lipid droplet cell count max, S3 lipid droplet
COc1ccc(COC(=O)C2=C(C)NC(=O)NC2c2cc(Br)c(O)c(OC)c2)cc1 (stereo not drawn)
    ., ?
Cc1nc2ccc(NC(=O)c3ccc(Cl)c(S(=O)(=O)N(C)c4ccccc4)c3)cc2s1
    -23.8, i
COc1cc(/C=C2/C(=O)N(c3ccc(Br)cc3)N=C2C)cc([N+](=O)[O-])c1O
    ., i
Cc1ccc(NC(=O)CSCC(=O)Nc2cc(Cl)ccc2N2CCOCC2)cc1
    ., ?
O=C(Cn1nc(-c2ccccc2F)ccc1=O)NCc1ccc2c(c1)OCO2
    ., ?
CCCCOC(=O)Nc1cc(OC)c(Cl)cc1OC
    ., ?
CC(NC(=O)Cc1ccccc1)c1ccccc1 (stereo not drawn)
    -0.5, -7.0%
O=C(Nc1ccc(C(=O)N2CCOCC2)cc1)Nc1cccc(Cl)c1
    5.6, 14.8%
COc1ccc(N/C(N)=N/c2nc(C)cc(C)n2)c(OC)c1
    7.9, -9.8%
COc1cc(-c2nnc(SC(C)C(=O)Nc3c(C)n(C)n(-c4ccccc4)c3=O)o2)cc(OC)c1OC (stereo not drawn)
    -15.3*, 25.9µM*
O=C(CCCn1c(=O)[nH]c2cc(Cl)ccc2c1=O)NC1CCCCCCC1
    -24.4, i
O=C(Nc1ccccc1[N+](=O)[O-])c1nc[nH]c1C(=O)NCCO
    ., -0.1%
CC(C)C[C@H](NC(=O)OC(C)(C)C)C(=O)N1CCC(C(=O)N[C@@H](Cc2ccccc2)C(=O)O)CC1
    16.0, -6.7%
O=C(CCN1CCN(c2ccccc2F)CC1)Nc1ccc(F)cc1
    ., ?
CCN(C(=O)c1cc2ccccc2o1)C12CC3CC(CC(C3)C1)C2
    ., 27.6%

The list goes on.
The line under a structure holds: S3 lipid droplet cell count max, S3 lipid droplet
COc1ccc(C(=O)Nc2ccc(NC(=O)c3ccco3)cc2)cc1
    ., ?
O=C(Nc1cccc(S(=O)(=O)N2CCCCC2)c1)c1ccc2c(=O)n3c(nc2c1)CCCCC3
    ., -18.9%
CN(C)C(=S)NC1(C)CCS(=O)(=O)C1 (stereo not drawn)
    ., ?
Cc1ccc2nc(C)cc(N3CCOCC3)c2c1
    ., ?
COc1ccc(OC)c(S(=O)(=O)NCCCN2CCCC2=O)c1
    ., ?
CCOC(=O)N1CCC(NS(=O)(=O)c2ccc(NC(C)=O)c(Cl)c2)CC1
    -9.4, -23.5%
Cc1ccc(S(=O)(=O)Nc2ccc3nc(N)sc3c2)cc1
    -27.3, 16.5%
C/C(=N\NC(=S)Nc1c(C)cccc1C)c1ccc(OC(F)F)cc1
    ., 16.2%
O=S(=O)(NCC(c1ccco1)N1CCN(c2ccccc2F)CC1)c1ccccc1 (stereo not drawn)
    26.9, 15.1%
CCCCN(C(=O)Cc1ccc(S(=O)(=O)N2CCOCC2)s1)c1ccccc1
    16.3, -4.5%
CCOC(=O)CSC1=C(C#N)C(c2ccccc2Cl)C(C(=O)OC)C(=O)N1 (stereo not drawn)
    ., ?
O=C(O)CCCC(=O)NS(=O)(=O)c1ccc(Cl)cc1
    ., ?
CCCCCCCCCCCC(=O)NC(Cc1ccc(OC)c([N+](=O)[O-])c1)C(=O)O (stereo not drawn)
    ., ?
O=C(CSc1nnc(-c2ccco2)n1Cc1ccco1)NCc1cccs1
    -13.2, 8.0%
Cc1nn(CCC#N)c2[nH]c(=O)cc(C(F)(F)F)c12
    ., ?

(listing goes on)
The line under a structure holds: S3 lipid droplet cell count max, S3 lipid droplet
CSc1nc2ccc(NS(=O)(=O)c3ccccc3F)cc2s1
    ., ?
Cc1ccc(N(CN2CCCC2=O)C(=O)c2ccc(C)c(C)c2)cc1
    ., ?
COC(=O)c1ccc(NC(=O)c2ccco2)cc1
    2.0, 9.9%
C=C1c2ccc(C)cc2NC(=O)N1c1ccccc1
    ., i
N#C/C(=C\c1cccnc1)C(=O)Nc1ccc(C(=O)O)cc1
    ., ?
CSC1=C(C#N)C(C)CC(=O)N1 (stereo not drawn)
    2.0, 7.1%
CCO/C(C)=N/n1c2nc3ccccc3nc2c2c(=O)n(CC(C)C)c(C)nc21
    -12.1, -4.3%
CCc1noc(C)c1C(=O)N(CCC(C)C)c1c(N)n(Cc2ccccc2)c(=O)[nH]c1=O
    ., ?
O=C(/C(=C/c1cccc(Cl)c1)c1nc2ccccc2[nH]1)c1ccccc1
    -22.6*, 9.2µM*
